aSyn rescue: qHTS of alpha-syn Inhibitors. Yeast expressing alpha-synuclein, growth rescue, BacTiter-Glo, 24 h. AID 652106, 2013. Potency, µM (series often up to 46.1 µM), without a hit: at the top dose growth rescue (activation), most hits filed as activators. 0.14% of 370,000 active; further: potency means the concentration at half of the fitted maximal effect; % of control where 0% means no effect; nearly all actives have a fitted effect of over 65% in size
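Readout is rescue of growth in alpha-synuclein-expressing yeast, so inhibitors of toxicity appear as activators. Growth after 24 hr at 30 deg C in galactose medium is quantified by luminescence.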
TDP43 rescue: qHTS of TDP-43 Inhibitors; TDP-43 expressing yeast growth rescue, BacTiter-Glo, 24 h; Potency, µM (titrated, usually from 46.1 µM), without a hit: at the highest dose growth rescue (activation), most hits filed as activators; 1.8% of 410,000 active; further: potency means the concentration at half of the fitted maximal effect; % of control where 0% means no effect; nearly all actives have a fitted effect of over 50% in size
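Cell-based yeast growth screen: TDP-43 expression induced in galactose, inoculum OD600=0.02 after raffinose pregrowth to mid-log. Read-out BacTiter-Glo luminescence at 24 hr, 30 deg C; inhibition of toxicity seen as signal increase.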
Akt phos inh: HTS Assay for Inhibitors of Akt Phophorylation: Primary Screen; Neuro2A IGF-stimulated pAkt S473 HTRF, 20 min; stronger effect = lower value; activity change, % for hits at 50 µM; 0.32% of 360,000 active; in the data active means activity change below about -80%; inconclusive means mostly about -51% to -80%; further: on the % scale 0 is the no-effect control and ±100 the full control effect
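Single-point screen (50 µM final compound) in Neuro2A cells stimulated 20 min with 6 nM IGF at 37 deg C. After lysis, Ser473-phosphorylated Akt read by HTRF (ex 330 nm, em 615/665 nm) as the 665/615 ratio.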
GLP1R inv ag: qHTS of GLP-1 Receptor Inverse Agonists (Inhibition Mode). Glucagon-like peptide 1 receptor (Homo sapiens), P43220. HEK293 GLP-1R CRE-luciferase, luminescence, 24 h; GLP-1R form is constitutively active. Potency, µM (titrated, usually from 38.3 µM), for inactives: at the highest dose activity change, negative = inhibition, usual class: inhibitors. 1.6% of 410,000 active. AID 624417, 2012; further: potency means the concentration at half of the fitted maximal effect; on the % scale 0 is the no-effect control and ±100 the full control effect; nearly all actives have a fitted effect of over 55% in size
Target sequence (P43220 whole entry, looked up): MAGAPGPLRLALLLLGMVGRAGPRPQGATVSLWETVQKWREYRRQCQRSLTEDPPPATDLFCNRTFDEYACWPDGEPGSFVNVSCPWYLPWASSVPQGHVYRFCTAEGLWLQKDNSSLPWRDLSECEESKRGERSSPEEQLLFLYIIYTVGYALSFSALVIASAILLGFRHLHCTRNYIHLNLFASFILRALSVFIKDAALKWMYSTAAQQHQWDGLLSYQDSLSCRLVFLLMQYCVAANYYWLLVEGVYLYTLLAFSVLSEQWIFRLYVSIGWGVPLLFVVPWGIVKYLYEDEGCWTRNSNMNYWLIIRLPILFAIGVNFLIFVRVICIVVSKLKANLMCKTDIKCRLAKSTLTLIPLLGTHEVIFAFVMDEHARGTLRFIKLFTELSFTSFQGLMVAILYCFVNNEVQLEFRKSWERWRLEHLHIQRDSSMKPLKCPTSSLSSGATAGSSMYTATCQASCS
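Inverse agonism was detected as reduced cAMP-driven luciferase luminescence after 24 h compound treatment. The cells were HEK293 clones expressing constitutively active human GLP-1R with the reporter. Reporter-only and GPR119 cell lines served as counterscreen controls.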
PTHR1 ag: qHTS for PTHR1 Agonists: Primary Screen; Parathyroid hormone/parathyroid hormone-related peptide receptor (Homo sapiens), Q03431; HEK293 GP2 PTHR1 cells, GloSensor cAMP luminescence, 1 h; Potency, µM (doses to about 115 µM), for the others: at the top dose activation, actives largely listed as activators; 0.075% of 410,000 active; further: potency means the concentration at half of the fitted maximal effect; nearly all actives have a fitted effect of over 55% in size; some results filed as inactive show a strong effect at the top dose; inactives centre near -15; many of its hits are not listed in these tables
Target sequence (Q03431 whole entry, looked up): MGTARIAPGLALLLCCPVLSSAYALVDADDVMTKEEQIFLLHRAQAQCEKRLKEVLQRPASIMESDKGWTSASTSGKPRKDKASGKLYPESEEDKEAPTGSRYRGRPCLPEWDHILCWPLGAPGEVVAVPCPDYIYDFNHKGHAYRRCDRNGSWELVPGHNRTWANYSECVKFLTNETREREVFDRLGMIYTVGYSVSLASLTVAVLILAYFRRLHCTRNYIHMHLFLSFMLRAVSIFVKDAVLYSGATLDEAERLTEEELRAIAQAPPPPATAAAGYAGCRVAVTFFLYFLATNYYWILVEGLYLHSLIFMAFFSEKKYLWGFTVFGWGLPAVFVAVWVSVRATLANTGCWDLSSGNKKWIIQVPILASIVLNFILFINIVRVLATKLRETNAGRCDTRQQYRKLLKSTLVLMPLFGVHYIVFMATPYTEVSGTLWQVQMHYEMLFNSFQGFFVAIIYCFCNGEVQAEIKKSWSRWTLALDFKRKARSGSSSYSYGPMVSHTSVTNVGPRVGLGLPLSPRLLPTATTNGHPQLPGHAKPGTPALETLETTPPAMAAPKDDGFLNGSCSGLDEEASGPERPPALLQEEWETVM
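HEK-293-derived GP2 cells expressing PTHR1 and a GloSensor cAMP reporter, 3,000/well, plated overnight, given luciferin plus IBMX (each 0.5 mM as added) for 1 h at 37 °C, then compound for 1 h at 37 °C. Luminescence was read after 15 min at room temperature.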
Abeta rescue: qHTS for compounds that reverse cellular toxicity of Amyloid beta (A-beta) peptide in yeast: Primary Screen; Potency, µM (titrated, usually from 46.1 µM), for inactives: top-dose growth rescue, most hits filed as activators; yeast expressing A-beta42, growth rescue, OD600, 48 h; response scale: 0% DMSO, 100% iron-clioquinol control; 0.063% of 410,000 active; further: potency means the concentration at half of the fitted maximal effect; nearly all actives have a fitted effect of over 55% in size
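Yeast growth medium received pinned compounds, then yeast cells expressing toxic A-beta were added; plates incubated at 30 C for 48 hr. Growth read as absorbance at 600 nm, normalized to DMSO and equimolar FeCl3 plus clioquinol controls.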
Mm-Cpn inhibitor: Inhibitors of TCP-1 ring complex (TRiC) of Methanococcus maripaludis (MmCpn): qHTS; Potency, µM (series often up to 76.9 µM), inactives show at the top dose activity, negative = inhibition, hits mostly inhibitors; purified Mm-Cpn ATPase, ADP Transcreener TR-FRET; Chaperonin Mm-Cpn (Methanococcus maripaludis); 0.031% of 330,000 active; further: potency means the concentration at half of the fitted maximal effect; on the % scale 0 is the no-effect control and ±100 the full control effect; nearly all actives have a fitted effect of over 80% in size
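Reaction buffer contained 30 mM Tris pH 7.4, 100 mM KCl, 5 mM MgCl2 and 1 mM DTT. Mm-CPN (25 nM final) hydrolysed 10 uM ATP over 30 min at 37°C; ADP was read by HTRF.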
HEK293 tox: qHTS of GLP-1 Receptor Inverse Agonists: Cytotox Screen; HEK293 cAMP-luciferase reporter cells, luminescence, 24 h; Potency, µM (top dose mostly 38.3 µM), without a hit: at the highest dose activity change, negative = inhibition, hits mostly inhibitors; 0.13% of 410,000 active;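 further: loss of luciferase light is scored as toxicity; potency means the concentration at half of the fitted maximal effect; on the % scale 0 is the no-effect control and ±100 the full control effect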
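Seeding density was 200 cells/uL; after overnight-length (12 h) culture, 23 nL compounds went on for 24 h at 37 °C. Readout used a luciferase detection reagent, luminescence taken after 12 min at room temperature.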
FUS suppressor: qHTS for Suppressors of FUS Proteinopathy: Primary screen using FUS-linked yeast assay | S. cerevisiae FUS-expressing, growth rescue, OD600, 24 h | Potency, µM (highest dose often 76.6 µM), for the others: top-dose growth rescue (activation), usual class: activators | 0.24% of 390,000 active | AID 1347120, 2019;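 further: potency means the concentration at half of the fitted maximal effect; plate controls were DMSO vehicle for no effect and reference control for full effect; nearly all actives have a fitted effect of over 55% in size; some results filed as inactive show a strong effect at the top dose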
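Steps: raffinose overnight preculture; dilution to OD 0.005 in 2% galactose minimal medium; compound addition (concentration series); 24hr at 30C, 99% humidity; absorbance read at 600 nm.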
* hit, by the source's call; i = inactive; ? = inconclusive; nt = not tested or not shown; & = joins results of further samples; [ ] = another dose, or the depositor's remark. Unless noted, the call rests on the fitted dose curve; in most records, active means well fitted curve in the direction sought with a large enough effect; inconclusive means small, poorly fitted or top-dose-only effect, or another doubt; inactive means no such curve, though single readings can be large; an effect the other way counts as inactive or inconclusive. This is a subset; rates above refer to the full screens.

No.	structure	aSyn rescue	TDP43 rescue	Akt phos inh	GLP1R inv ag	PTHR1 ag	Abeta rescue	Mm-Cpn inhibitor	HEK293 tox	FUS suppressor
1	COC(=O)Nc1ccc(C)cc1NC(=O)OC	-4%	13%	i	0%	i	3%	-2%	30%	22%
2	Cc1ccc(C(=O)OCC(=O)c2ccc[nH]2)s1	-6%	8%	i	-5%	-13%	-10%	-2%	-10%	7%
3	CCN(CC)S(=O)(=O)c1ccc(N2CCOCC2)c(NC(=O)c2cc(Cl)c3c(c2)OCO3)c1	1%	12%	i	2%	i	3%	-11%	-22%	15%
4	CC(C)n1ncc2c(C(=O)NCC(=O)Nc3ccccc3Br)cc(C3CC3)nc21	?	?	i	?	-43%[inhibitor]	-6%	-2%	1%	20%
5	CCOc1ccc(-c2c(C)nn3c(C)c(C(=O)NCCc4ccc(C)cc4)cnc23)cc1OCC	nt	-12%	nt	6%	-13%	-7%	nt	-1%	20%
6	CCOc1ccc(OCC)c(NC(=O)C2CCN(S(=O)(=O)c3ccc4c(c3)CC(C)N4C(C)=O)CC2)c1 (stereo not given)	0%	-3%&-5%	i	-21%&22%	-21%	3%&-10%	0%	11%&1%	?
7	COc1cc(/C=C(\NC(C)=O)C(=O)O)cc(OC)c1OC	2%	10%	i	-32%	i	5%	2%	0%	-7%
8	CC(C)c1[nH]nc2c1C(c1ccc(OC(=O)c3ccco3)cc1)C(C#N)=C(N)O2 (stereo not given)	0%	-31%[inhibitor]	i	2%	-36%	14%	2%	-18%	-3%
9	CC(C)Cn1c(=O)oc2ccccc21	-10%	0%	i	4%	i	-9%	1%	4%	2%
10	Cc1ccc(CC(=O)NCC(C)C)cc1	-1%	-16%	i	1%	-2%[57.5 µM]	4%	1%	13%	12%
11	O=C1N(Cc2ccccc2)c2ccc(Br)cc2[C@]12C[C@H](O)CO2	0%	0%	i	-12%	-4%	-15%	nt	-6%	25%
12	COc1ccc(CNc2nc(-c3cccnc3)nn2S(C)(=O)=O)cc1	4%	-7%	i	137%[activator]	i	15%	0%	-2%	-1%
13	CCCc1cc(=O)oc2c(C)c(OCC(=O)N3CCC(C(=O)O)CC3)ccc12	-1%	-3%	i	-8%	9%	-14%	0%	-4%	-14%
14	Cc1ccc(S(=O)(=O)N(C)C)cc1NC(=O)c1cc(=O)[nH]c2ccccc12	-2%	8%	i	0%	-43%[inhibitor]	10%	-5%	-4%	7%
15	COc1ccc(Nc2ccccc2N)cc1	9%	19%	i	?	-33%[inhibitor]	-12%	1%	-17%[7.66 µM]	35%
16	CN(CC1CCCO1)S(=O)(=O)c1ccc(C(=O)Nc2ccc(F)cc2)cc1 (stereo not given)	5%	24%	i	?	-24%	3%	0%	-10%	nt
17	CS(=O)(=O)N(CC(=O)NC1CCCCC1)c1cccc(F)c1	-8%	3%	i	0%	-20%	1%	2%	2%	-25%
18	N#C/C(=N\Nc1ccc(Cl)cc1)C(=O)c1ccccc1	-18%	-1%	i	?	-30%	3%	-2%	?	7%
19	COc1cccc2cc(CC(=O)c3ccc(C)c(C)c3)c(=O)oc12	3%	22%	i	12%	-8%	9%	-3%	4%	-15%
20	COC(=O)c1sccc1NC(=S)NCc1ccc(Cl)cc1	1%	?	i	?	-15%	?	-1%	0%	-16%
21	COc1ccc(C(=O)N2C=Cc3ccccc3C2C(N)=O)cc1 (stereo not given)	9%	14%	i	?	i	15%	nt	-10%	-25%
22	NC(=O)/C(=C\c1ccncc1)c1cccc2ccccc12	4%	-11%	i	3%	i	0%	3%	2%	-33%
23	CC(=O)c1cc(O)c2ccccc2c1O	-9%	?	i	14%	-28%	-28%	-4%	-9%	5%
24	CCCCN1CC(=O)N2[C@H]3c4cc(OC)ccc4OC[C@@H]3[C@H](C(=O)OCC)[C@]2(C)C1=O	5%	-3%	i	9%	i	-10%	-2%	-13%	31%
25	CC[C@]12c3[nH]c4ccc(Cl)cc4c3CCN1C(=O)[C@@H](CC(=O)NC/C=C(\C)CCC=C(C)C)C[C@@H]2C(=O)N1CCN(C(=O)C2CC2)CC1	1%	23%	i	?	-49%[inhibitor]	6%	1%	-12%	?
26	O=Cc1cn(Cc2ccccc2)nc1-c1cccnc1	-1%	13%	i	1%	-8%	5%	4%	-1%	8%
27	COc1ccccc1C(=O)Nc1nnc(C)s1	-6%	-2%	nt	5%	-6%[57.5 µM]	-11%	0%	10%	9%
28	c1ccc(Oc2ccc(-c3ccnc4ncnn34)cc2)cc1	5%	?	i	52%[activator]	-20%	-32%	0%	5%	4%
29	CCCCc1cc2c(c(NC(=O)CC)n1)c(=O)oc1ccccc12	3%	14%	i	18%	i	-1%	-2%	3%	nt
30	CC(=O)COC(=O)C1=NN(c2ccccc2)C(=O)CC1	-10%	-9%	i	-13%	-5%	-7%	-3%	-1%	14%

Another view of 8 compounds above.
#23 CC(=O)c1cc(O)c2ccccc2c1O
#24 CCCCN1CC(=O)N2[C@H]3c4cc(OC)ccc4OC[C@@H]3[C@H](C(=O)OCC)[C@]2(C)C1=O
#25 CC[C@]12c3[nH]c4ccc(Cl)cc4c3CCN1C(=O)[C@@H](CC(=O)NC/C=C(\C)CCC=C(C)C)C[C@@H]2C(=O)N1CCN(C(=O)C2CC2)CC1
#26 O=Cc1cn(Cc2ccccc2)nc1-c1cccnc1
#27 COc1ccccc1C(=O)Nc1nnc(C)s1
#28 c1ccc(Oc2ccc(-c3ccnc4ncnn34)cc2)cc1
#29 CCCCc1cc2c(c(NC(=O)CC)n1)c(=O)oc1ccccc12
#30 CC(=O)COC(=O)C1=NN(c2ccccc2)C(=O)CC1

| screen / no. | 23 | 24 | 25 | 26 | 27 | 28 | 29 | 30 |
| --- | --- | --- | --- | --- | --- | --- | --- | --- |
| aSyn rescue | -9% | 5% | 1% | -1% | -6% | 5% | 3% | -10% |
| TDP43 rescue | ? | -3% | 23% | 13% | -2% | ? | 14% | -9% |
| Akt phos inh | i | i | i | i | nt | i | i | i |
| GLP1R inv ag | 14% | 9% | ? | 1% | 5% | 52%[activator] | 18% | -13% |
| PTHR1 ag | -28% | i | -49%[inhibitor] | -8% | -6%[57.5 µM] | -20% | i | -5% |
| Abeta rescue | -28% | -10% | 6% | 5% | -11% | -32% | -1% | -7% |
| Mm-Cpn inhibitor | -4% | -2% | 1% | 4% | 0% | 0% | -2% | -3% |
| HEK293 tox | -9% | -13% | -12% | -1% | 10% | 5% | 3% | -1% |
| FUS suppressor | 5% | 31% | ? | 8% | 9% | 4% | nt | 14% |

Next section.
Codes: A = aSyn rescue; B = TDP43 rescue; C = Akt phos inh; D = GLP1R inv ag; E = PTHR1 ag; F = Abeta rescue; G = Mm-Cpn inhibitor; H = HEK293 tox; I = FUS suppressor
#31 Cc1ccc(S(=O)(=O)N(C)c2ccc(C(=O)N3CCCCC3)cc2)cc1
  A: nt	B: 3%	C: nt	D: ?	E: -83%[inhibitor]	F: 10%	G: -1%	H: -4%	I: 7%

#32 CCOc1cccc(CN2CCCC(CNC(=O)c3cccc(OC)c3OC)C2)c1 (stereo not given)
  A: -2%	B: -13%	C: i	D: -18%	E: i	F: -13%	G: 1%	H: -9%	I: 11%

#33 CC(C)[C@H](NC(=O)c1ccccc1)C(=O)OCc1nc2scc(-c3ccccc3)c2c(=O)[nH]1
  A: 10%	B: 0%	C: i	D: 7%	E: -26%	F: 13%	G: -19%	H: -5%	I: 13%

#34 CCN(CC)CCn1c(=N)n(CC(O)COc2cccc(C)c2)c2ccccc21 (stereo not given)
  A: -3%	B: -4%	C: i	D: ?	E: i	F: -6%	G: -12%	H: ?	I: 22%

#35 COc1ccccc1C(c1nnnn1Cc1ccccc1)N1CCN(c2nc3ccccc3s2)CC1 (stereo not given)
  A: 10%	B: ?	C: i	D: ?	E: i	F: 13%	G: -1%	H: -13%	I: ?

#36 CCN(CC(=O)Nc1c(F)cccc1F)C(=O)/C=C/c1ccc2c(c1)OCO2
  A: -15%	B: -23%	C: i	D: -6%	E: i	F: -10%	G: -5%	H: -1%	I: 2%

#37 NS(=O)(=O)c1cccc(NS(=O)(=O)c2ccc(/C=C/C(=O)OCC(=O)c3ccccc3)cc2)c1
  A: -5%	B: nt	C: i	D: -17%	E: -28%	F: 7%	G: -8%	H: -1%	I: 44%

#38 Cc1cc(C)c(S(=O)(=O)N2CCN(c3ccc([N+](=O)[O-])c(NCC4CCCO4)c3)CC2)c(C)c1 (stereo not given)
  A: 16%	B: -17%	C: nt	D: ?	E: -3%[57.5 µM]	F: 4%	G: 2%	H: -10%	I: 9%

#39 O=C(Cc1ccccc1)NC1CCSc2ccccc21 (stereo not given)
  A: 1%	B: 14%	C: i	D: ?	E: i	F: 7%	G: 3%	H: -12%	I: -4%

Compound activity (PubChem)
